Sm TGR block – S. mansoni TGR enzyme inhibition | Q962Y6 | purified TGR, DTNB reduction, TNB absorbance 405 nm | Potency, µM (titrated, usually from 114 µM), inactives show at the highest dose activity change, negative = inhibition, hits mostly inhibitors | actives 3% (n = 360,000) | AID 485364; note: potency is the fitted concentration of half-maximal effect; nearly all actives have a fitted effect of over 60% in size
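First, TGR (20 nM dispensed) and NADPH were mixed with compound. Second, a 15 min room-temperature incubation followed. Third, further NADPH and then DTNB were added to start the reaction. Finally, TNB absorbance was monitored kinetically.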
AmpC inh detg – AmpC beta-lactamase inhibition with detergent present; Potency, µM (highest dose often 114 µM), inactives show at the top dose activity change, negative = inhibition, hits mostly inhibitors; P00811; AmpC hydrolysis of nitrocefin, absorbance 480 nm, 0.01% Triton; AID 485294; actives 0.041% (n = 370,000);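 note: potency is the fitted concentration of half-maximal effect; 0% = no-compound wells and -100% = no-enzyme wells; nearly all actives have a fitted effect of over 25% in size; some results filed as inactive show a strong effect at the top dose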
Target sequence (P00811 whole entry, looked up): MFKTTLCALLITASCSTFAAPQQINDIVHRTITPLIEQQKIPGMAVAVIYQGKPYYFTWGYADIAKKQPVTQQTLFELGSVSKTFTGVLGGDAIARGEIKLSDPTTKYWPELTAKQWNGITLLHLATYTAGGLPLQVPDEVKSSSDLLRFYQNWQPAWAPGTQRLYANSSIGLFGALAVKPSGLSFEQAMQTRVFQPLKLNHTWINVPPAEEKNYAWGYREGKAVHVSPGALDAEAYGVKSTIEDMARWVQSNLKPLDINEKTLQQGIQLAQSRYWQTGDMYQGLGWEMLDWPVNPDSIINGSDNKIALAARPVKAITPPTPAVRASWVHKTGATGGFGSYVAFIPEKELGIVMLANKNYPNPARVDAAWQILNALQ
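AmpC (5.3 nM in the dispensed reagent) in 20 mM phosphate pH 7.0 with 0.01% (detergent screen) or 0.0001% Triton X-100 was preincubated with compounds for 15 min at room temperature. Nitrocefin was then added from an 800 uM solution, and hydrolysis was followed at 480 nm.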
HCMV inh – blocks human cytomegalovirus replication; HFF cells, HCMV-luciferase reporter, 72 h; hits give low values; activity change, negative = inhibition, % at 57.5 µM; actives 4.5% (n = 410,000); AID 1259415; in the data active = activity change below about -60%; inconclusive = no clear call, values can overlap the other calls; inactive = above about -39%
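Two-dose cell screen: HFF monolayers treated with compounds and infected with luciferase-expressing HCMV at 1 PFU/cell, 72 h at 37C, then lysed for luciferase measurement.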
AmpC inh no detg – inhibitors of E. coli AmpC beta-lactamase without detergent; AmpC nitrocefin hydrolysis, absorbance 480 nm, 0.0001% Triton; Potency, µM (highest dose often 57.1 µM), without a hit: at the highest dose activity change, negative = inhibition, usual class: inhibitors; actives 0.52% (n = 330,000); AID 485341;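 note: potency is the fitted concentration of half-maximal effect; plate controls were no compound for no effect and no enzyme for full effect; nearly all actives have a fitted effect of over 20% in size; some results filed as inactive show a strong effect at the top dose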
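20 mM phosphate pH 7.0 + 0.01% (detergent screen) or 0.0001% Triton X-100; 5.3 nM AmpC reagent; cpd preinc 15 min RT; nitrocefin (800 uM stock) to start; A480 q20 s × 4 min; Activity was normalised to no-enzyme and no-compound control wells.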
AMA1 RON2 block – AMA1-RON2 (P. falciparum) interaction inhibition | AlphaScreen AMA1-biotinylated RON2 peptide binding | Potency, µM (titrated, usually from 58.2 µM), inactives show top-dose activity change, negative = inhibition, most hits filed as inhibitors | actives 0.2% (n = 360,000) | AID 720542;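 note: potency is the fitted concentration of half-maximal effect; 0% = vehicle wells and -100% = peptide control; nearly all actives have a fitted effect of over 45% in size; some results filed as inactive show a strong effect at the top dose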
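AMA1 (3D7) with his tag at 25 nM final met compounds first, then biotinylated RON2 peptide at 25 nM; detection used donor plus acceptor beads, 10 µg/mL apiece, read by AlphaScreen after 30 min at room temperature.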
FBPA Giardia inh – blocks Giardia fructose-bisphosphate aldolase activity; A8B2U2; AID 2451; actives 0.71% (n = 290,000); purified Giardia FBPA; Potency, µM (doses to about 59.6 µM), for inactives: top-dose activity, negative = inhibition, usual class: inhibitors; note: potency is the fitted concentration of half-maximal effect; nearly all actives have a fitted effect of over 55% in size
Target sequence (A8B2U2 whole entry, looked up): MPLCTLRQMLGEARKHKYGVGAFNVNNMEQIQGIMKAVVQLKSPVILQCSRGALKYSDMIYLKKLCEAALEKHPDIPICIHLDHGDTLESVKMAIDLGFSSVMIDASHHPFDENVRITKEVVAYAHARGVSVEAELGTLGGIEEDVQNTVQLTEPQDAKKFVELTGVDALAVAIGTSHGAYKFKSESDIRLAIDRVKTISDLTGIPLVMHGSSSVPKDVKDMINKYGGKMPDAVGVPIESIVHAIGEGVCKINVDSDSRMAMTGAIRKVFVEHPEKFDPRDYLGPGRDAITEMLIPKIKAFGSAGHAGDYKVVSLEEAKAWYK
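Giardia FBPA (40 nM reagent) was preincubated 10 min at RT with compound (up to 57.5 uM final), then substrate plus GAPDH/TPI/NAD/arsenate coupling system with diaphorase/resazurin was added; resorufin fluorescence (525/598 nm) was read after 20 min.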
The depositor's hits bear a star; ? = inconclusive; · = not tested or not shown; & = joins results of further samples; ! = a repeat was not active; [ ] = dose if it differs, or a comment. Unless noted, calls come from the whole dose curve; as a rule, active = well fitted curve in the direction sought with a large enough effect; inconclusive = small, poorly fitted or top-dose-only effect, or another doubt; inactive = no such curve, though single readings can be large; an effect the other way counts as inactive or inconclusive. Unless noted, % is set by controls: 0 for no effect and ±100 for the full control effect.

structure	Sm TGR block	AmpC inh detg	HCMV inh	AmpC inh no detg	AMA1 RON2 block	FBPA Giardia inh
Cc1nn(-c2cccc(Cl)c2)c2c1C(c1ccncc1)C(C#N)=C(N)O2 (stereo unspecified)	?	2%	2	-28%	-21%	-6%
Cc1ccc2c(CC(=O)NCC(C)(C)N3CCOCC3)coc2c1	0%	1%	-18	-5%	12%	11%
Cc1ccc(OCC(=O)Nc2c3c(nn2C(C)(C)C)CS(=O)(=O)C3)cc1	?	1%	-8	-4%	5%	·
COc1ccc(-c2csc(/C(C#N)=C\c3ccc(OC)c([N+](=O)[O-])c3)n2)cc1	2%	-9%	?	-25%	11%[11.6 µM]	0%
O=C(O)c1cccc(-c2noc(-c3cccc(Cl)c3)n2)c1	?	-9%&-5%	213	-15%&-13%	·	·
CCc1cc2c(=O)c(-c3nc4ccccc4[nH]3)coc2c(CN2CCCCC2)c1O	5%	-2%	-30	-2%	25%	-16%
CC(=O)c1cccc(N=c2scc(-c3ccc(S(=O)(=O)N4CCOCC4)cc3)n2CCO)c1	5%	-2%	-98*	312%[activator]	?	-9%
CC(C)c1ccc(NC(=O)C2CCCN(S(=O)(=O)c3cccc4nonc34)C2)cc1 (stereo unspecified)	2%	12%	1	·	·	·
CCC1(c2ccccc2)NC(=O)N(CC(=O)Nc2cc(Cl)ccc2N2CCOCC2)C1=O (stereo unspecified)	3%	4%	-3	93%[activator]	-22%	·
Cc1ccc2nc(-c3ccc(N)cc3)sc2c1	-3%	-8%	-33	-9%	-7%	-9%
Cc1ccc(S(=O)(=O)N2CC=C(c3c(C)n(C)c4ccccc34)CC2)cc1	-17%	-5%	-10	-17%	-12%	-4%
O=C(CCc1nnc2n(Cc3ccc(F)cc3)c(=O)c3ccccc3n12)NCCCN1CCOCC1	6%	0%	14	77%[activator]	-3%	-8%
O=C(CCn1c(=O)c2cccn2c2ccc(F)cc21)NCc1ccccc1F	2%	1%	?	·	·	·
CC(C)(C)c1ccc(-c2nc(SCC(=O)Nc3ccc(Cl)cc3)[nH]c(=O)c2C#N)cc1	0%	-1%	-32	·	·	·
COc1ccc(C2NC(Cc3ccccc3)(C(=O)O)C3C(=O)N(c4ccccc4OC)C(=O)C23)cc1 (stereo unspecified)	22µM*	-2%	-28	-9%	3%	4%

Single records, as listed above:
CC(C)c1ccc(NC(=O)C2CCCN(S(=O)(=O)c3cccc4nonc34)C2)cc1 (stereo unspecified) across the screens: Sm TGR block = 2%; AmpC inh detg = 12%; HCMV inh = 1; AmpC inh no detg = ·; AMA1 RON2 block = ·; FBPA Giardia inh = ·
CCc1cc2c(=O)c(-c3nc4ccccc4[nH]3)coc2c(CN2CCCCC2)c1O across the screens: Sm TGR block = 5%; AmpC inh detg = -2%; HCMV inh = -30; AmpC inh no detg = -2%; AMA1 RON2 block = 25%; FBPA Giardia inh = -16%

The list goes on:
structure	Sm TGR block	AmpC inh detg	HCMV inh	AmpC inh no detg	AMA1 RON2 block	FBPA Giardia inh
CC(C)c1ccc(NC(=O)CSc2nc(=O)n(Cc3ccccn3)c3c2CCC3)cc1	7%	6%	-102*	·	·	·
Cc1cc(C)c(NC(=O)Cn2nnc(C(=O)Nc3ccc(F)cc3F)c2N)c(C)c1	-17%&8%	-12%&22%	-28&-3	-4%	7%	0%
Cc1nnn(C23CC4CC(CC(CC(=O)Nc5ccc(C)c(C)c5)(C4)C2)C3)n1	1%	0%	-2	12%	-12%	-10%
CCN1CCN(c2cc(C)c3cc(NC(=O)c4cc(OC)cc(OC)c4)ccc3n2)CC1	2%&0%	3%&-7%	-90*!	108%[activator]	9%	1%
CC(C)OC(=O)c1c(F)c(F)c(N2CCOCC2)c(F)c1F	3%	-15%	?	2%	16%	0%
CC1(C)CC2CC(C)(CN2C(=O)COC(=O)c2n[nH]c(=O)c3ccccc23)C1 (stereo unspecified)	0%[11.4 µM]	-2%	-29	16%	5%	1%
Cc1ccc(S(=O)(=O)N(C)C)cc1NC(=O)CCNC(=O)c1ccccc1Cl	-1%	1%	12	-8%	10%[11.6 µM]	-1%
Cc1c(C(=O)N2CCC(C)CC2)c(S(=O)(=O)NCc2ccc(Cl)cc2)c(C)n1C	7%	2%	-36	·	·	·
COc1ccc(CNC(=O)CSc2ncc3c(n2)-c2cc(Cl)ccc2N(C)S3(=O)=O)cc1	6%	2%	-1	·	·	·
CN(C(=O)CSc1nc2ccccc2n1Cc1cccc(C(F)(F)F)c1)c1ccccc1	1%	2%	-12	·	·	·
O=C(CSc1cc(Cl)ccc1Cl)NCC1CCCO1 (stereo unspecified)	1%	-2%	10	-14%	-4%	-4%
Cc1ccc(NC(=O)C(C)Sc2nc(=O)cc(N)n2-c2ccccc2)cc1 (stereo unspecified)	-5%&0%	-6%&-1%	-6&13	42%	0%	3%
O=C(CSc1ccccn1)c1ccc(F)cc1	16%[11.4 µM]	-6%	54	-47%	-8%	-7%
CCOc1cc(/C=N\NC(=O)Cn2nc([N+](=O)[O-])cc2C)ccc1OCc1cccc2ccccc12	0%	-4%	38	-15%	-1%	3%
CCOc1ccccc1CNC(=O)c1ccc2c(c1)nc1n2CCCCC1	1%	12%	-68*	·	·	·
FC(F)(F)c1ccc2c(c1)N(CCCN1CCN(CCCl)CC1)c1ccccc1S2	-30%	3%	-73*	249%[activator]	?	-23%
CC1Cc2ccccc2N1C(=O)COC(=O)c1ccc(O)cc1 (stereo unspecified)	-2%	2%	-16	-40%	-16%	0%
O=C(Oc1cccc2cccnc12)c1ccc(Br)o1	8%	-11%	42	-6%	14%	0%
COc1ccc(-c2cc(C(=O)NCCc3ccc(S(N)(=O)=O)cc3)c3ccccc3n2)cc1	4%	-1%	-18	-21%	1%	-1%
CCOC(=O)CSCc1nc(-c2ccc(Cl)cc2)oc1C	-11%	-8%	?	-12%	6%	-1%
O=C(Nc1ccc([N+](=O)[O-])cc1Br)c1cc2ccccc2nc1Cl	-5%	-7%	?	-4%	-9%	3%
COc1ccc(S(=O)(=O)N2CCOCC2)cc1NC(=O)c1ccncc1	-3%	0%	-38	-10%	-6%	·
O=C(NCc1cccnc1)c1ccc(NS(=O)(=O)c2cccc([N+](=O)[O-])c2)cc1	·	·	-12	-19%	-1%	·
CCCCCn1c(=O)[nH]c2cc(C(=O)N3CCN(Cc4ccc5c(c4)OCO5)CC3)ccc2c1=O	-3%	-2%	-76*	-21%	0%	0%
CCNNC(=O)C(O)(Cc1ccccc1)Cc1ccccc1	9%	0%	24	-18%	17%	7%
OC(CNCCc1c[nH]c2ccccc12)C(F)(F)F (stereo unspecified)	?	-6%	21	-25%	0%	1%
CC(=O)Nc1ccc(NC(=O)COC(=O)c2ccccc2SCC(=O)N2CCCC2)cc1	-16%	-24%	7	-5%	-6%	·
CN(CCC#N)C(=O)CSc1nnc(-c2ccco2)n1N	0%	8%	-30	4%	6%	5%
Cc1nc2ccccc2c2oc(C(=O)Nc3ccc(C(C)C)cc3)cc12	4%	4%	-68*	93%[activator]	4%	-2%
COc1ccccc1N(CC(=O)NC1CCCCC1)C(=O)CCC(=O)Nc1ccccn1	-4%	8%	52	5%	-5%	0%
CCc1cc(CNC(=O)C2CCC(=O)N(CCc3cccc(F)c3)C2)on1 (stereo unspecified)	-3%	-3%	6	-2%	-1%	-3%
O=c1c2sc3ccccc3c2n(Cc2ccccc2F)c(=O)n1CCc1ccccc1	-9%	-10%	28	·	·	·
COc1ccc(OC)c(S(=O)(=O)N2CCC(C(=O)NCC3CCCO3)CC2)c1 (stereo unspecified)	8%	?	36	-1%	47%[activator]	3%
Cn1c(=O)n(C)c2cc(/C=N/NC(=O)c3cccc(Br)c3)ccc21	-10%	3%	38	-25%	-4%	2%
N#Cc1c(NC(=S)NC(=O)C2CCCC2)sc2c1CCCCC2	-9%	-6%	-3	-14%	34%[activator]	-25%
COc1ccc(CN(C)S(=O)(=O)c2nnc(NC(=O)c3cccc(OC)c3)s2)cc1	-1%	1%	-30	-43%	-2%	?
COc1ccc(NC(=O)c2cc(C3CC3)nc3c2c(C)nn3-c2ccc(C)cc2)cc1OC	8%	18%	14	·	·	·
CCOc1cc(/C=C(\C#N)C(=O)Nc2ccc(OC)cc2)ccc1OCc1cc(=O)n2nc(CC)sc2n1	0%	6%	7	·	·	·
O=C(Cc1ccc(Cl)cc1)NCCS(=O)c1ccc(Cl)cc1 (stereo unspecified)	-33%	-10%	-18	-3%	10%	1%
COc1cccc(C(=O)Nc2cc(S(=O)(=O)N3CCCCC3)ccc2OC)c1	-5%	-5%	98	-16%	29%	-4%
CCN(C(=O)CSc1nc2n[nH]c(C)c2c(=N)n1-c1cccc(OC)c1)c1cccc(C)c1	-32%	9%	-21	·	·	·
Cc1nn2c(=O)cc(CSCC(=O)Nc3ccccc3F)nc2s1	-1%	3%	4	-4%	4%	·
N/C(=N\OC(=O)C1CCCCC1)c1ccncc1	-7%	-1%	-11	1%	-11%	3%
N#C/C(=N\Nc1cccc2ccccc12)c1nnc2n1CCCCC2	-2%	-3%	66	83%[activator]	35%[activator]	-29%
COc1cccc(Nc2nnc(Cc3cccnc3)c3ccccc23)c1	3%	-14%	-4	-32%	0%	1%
Cc1ccc(S(=O)(=O)N2CCc3cc(C(=O)Nc4ccc(Cl)cc4C)ccc32)cc1	-2%	19%	0	·	·	·
Cc1cc(C)cc(N(CCC(=O)Nc2nnc(C)s2)S(=O)(=O)c2ccc(Cl)cc2)c1	-13%	-3%	-31	-16%	11%	3%
COc1cccc(CNC(=O)Nc2cn(CC(C)C)c(=O)c3ccccc23)c1	0%	0%	-11	·	·	·
CCCCNc1nc2c(c(=O)n(C)c(=O)n2C)n1Cc1cccc(OC)c1	-3%	?	?	5%	-15%	-13%

Taken from above:
FBPA Giardia inh with OC(CNCCc1c[nH]c2ccccc12)C(F)(F)F (stereo unspecified) stands at 1%
AmpC inh detg with CN(C(=O)CSc1nc2ccccc2n1Cc1cccc(C(F)(F)F)c1)c1ccccc1 stands at 2%
AMA1 RON2 block with Cc1cc(C)cc(N(CCC(=O)Nc2nnc(C)s2)S(=O)(=O)c2ccc(Cl)cc2)c1 stands at 11%
AmpC inh no detg with CC(=O)Nc1ccc(NC(=O)COC(=O)c2ccccc2SCC(=O)N2CCCC2)cc1 stands at -5%
HCMV inh with CN(CCC#N)C(=O)CSc1nnc(-c2ccco2)n1N stands at -30
HCMV inh with CCc1cc2c(=O)c(-c3nc4ccccc4[nH]3)coc2c(CN2CCCCC2)c1O stands at -30

Assay outcomes as filed in PubChem.
